tim23-1 inh – inhibits growth of tim23-1 mutant yeast | S. cerevisiae tim23-1 growth, BacTiter-Glo luminescence, 24 h | inhibition, % at 20 µM | 330,000 tested, 1.3% active | AID 463212;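 active means growth inhibition of the mutant yeast at or above 50%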;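 further: temperature-sensitive mutant grown at 25 °C; plate controls were DMSO-treated mutant yeast for no effect and medium wells lacking yeast for full effect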
697 NFkB inh – lowers PMA/ionomycin-induced NF-kB signal in 697 B cells; inhibition, % at 4 µM; 330,000 tested, 0.33% active; 697 B-cell NF-kB luciferase reporter, 16 h; in the data active means inhibition above about 35%
XBP1 UPR activ – activators of adaptive arm of unfolded protein response (XBP1); CHO-XBP1 luciferase reporter, IRE1-XBP1 UPR activation, luminescence; percent of tunicamycin response, DMSO as zero; activation, % at 20 µM; 330,000 tested, 0.33% active;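 active means versus positive control, 20 µM dose yields 30% or more activation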;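 further: 100% = tunicamycin at 10 µg/mL and 0% = DMSO only wells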
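Signal: luciferase luminescence; Assay system: CHO-XBP1 luciferase reporter cells; Amount: one thousand reporter cells per well; Dosing: 20 µM single concentration, DMSO 1%; Benchmarks: high control tunicamycin 10 µg/mL final, low control DMSO vehicle only; Schedule: 6 h compound exposure at 37 °C, 5% CO2; Evaluation: percent activation relative to tunicamycin reference.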
CHOP UPR activ – activators of apoptotic arm of unfolded protein response (CHOP) | 330,000 tested, 0.34% active | activation, % at 10 µM | CHO-CHOP luciferase reporter, UPR activation, luminescence; percent of tunicamycin response over DMSO baseline;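 active means at 10 µM dose, activation of 40% or more, normalized to positive control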;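 further: 100% = tunicamycin at 10 µg/mL and 0% = DMSO alone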
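Assay system: CHO-CHOP cells, stable luciferase reporter of PERK-eIF2a-CHOP signalling / Buffer or medium: F12 plus 10% serum / Compound dosing: one dose, 10 µM in 0.5% DMSO / Times: 6 h compound treatment, 37 °C / Technique: luciferase luminescence / Read-out: % reporter activation, DMSO baseline versus tunicamycin full activation / Benchmarks: tunicamycin and DMSO controls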
APJ antagonist – APJ receptor antagonism. CHO-K1 APJ beta-arrestin complementation, luminescence. inhibition, % at 20 µM. 330,000 tested, 0.32% active. AID 2521;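 active means inhibition above about 40% at 20 µM, limit read from the data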;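 further: cells challenged with 10 nM apelin-13 agonist together with compound; plate controls were apelin-13 plus DMSO wells for no effect and DMSO wells lacking apelin-13 for full effect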
Target sequence (P35414 whole entry, looked up): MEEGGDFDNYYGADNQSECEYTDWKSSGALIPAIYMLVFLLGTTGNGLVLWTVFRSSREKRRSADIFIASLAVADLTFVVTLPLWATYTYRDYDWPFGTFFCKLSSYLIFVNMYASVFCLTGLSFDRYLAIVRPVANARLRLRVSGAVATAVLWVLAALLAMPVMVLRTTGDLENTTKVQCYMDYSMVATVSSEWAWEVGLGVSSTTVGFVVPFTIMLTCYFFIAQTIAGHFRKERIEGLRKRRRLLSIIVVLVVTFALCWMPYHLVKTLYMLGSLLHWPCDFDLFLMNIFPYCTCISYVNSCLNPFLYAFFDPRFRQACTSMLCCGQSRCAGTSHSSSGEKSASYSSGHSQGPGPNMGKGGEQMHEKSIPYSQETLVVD
Jurkat NFkB inh – inhibitors of the PMA/ionomycin-induced NF-kB reporter in Jurkat cells. PMA/ionomycin-induced NF-kB luciferase reporter, luminescence. inhibition, % at 4 µM. 330,000 tested, 0.53% active. AID 435003; in the data active means inhibition above about 50%
Mdm2 MdmX PPI – inhibitors of human Mdm2/MdmX interaction; O15151+Q00987; SaOS-2 split-luciferase Mdm2/MdmX complementation, luminescence; inhibition, % at 8 µM; 330,000 tested, 3% active; AID 485346;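 active means inhibition of at least 50% at 8 µM in the primary screen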
APJ agonist – activates the human apelin receptor APJ; P35414; CHO-K1 APJ PathHunter beta-arrestin, luminescence; 0% DMSO wells, 100% apelin; activation, % at 20 µM; 330,000 tested, 0.11% active;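 active means activation more than six SD over the plate average, tested at 20 µM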;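 further: 0% = DMSO alone and 100% = apelin-13 at 10 nM; some results filed as inactive read as strong as hits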
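Assay system – PathHunter CHO-K1 APJ (AGTRL-1) beta-arrestin reporter cells · Compound – one dose, 20 µM compound, 1% DMSO · Timing – compound 90 min 25 °C, reagent 1 h · Measured by – luminescence from split beta-galactosidase complementation, Galacton Star/Emerald II substrate · Measure – beta-arrestin recruitment to APJ as agonist activity, luminescent signal · Benchmarks – DMSO vs Apelin-13 10 nM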
* = called active by the depositor.

SMILES	tim23-1 inh	697 NFkB inh	XBP1 UPR activ	CHOP UPR activ	APJ antagonist	Jurkat NFkB inh	Mdm2 MdmX PPI	APJ agonist
Cn1c(=O)c2c(ncn2CC(=O)N2CCc3ccccc3C2)n(C)c1=O	6	3	2	-3.3	26	-14	10	-3
Cc1ccc(NC(=O)COC(=O)/C=C/c2c(C)nn(-c3ccc(F)cc3)c2Cl)cc1F	3	-2	1	-0.4	10	5	52*	6
Cc1c(C)c2ccc(OCC(=O)N3CC[C@@]4(O)CCCC[C@H]4C3)c(C)c2oc1=O	28	7	4	18	-64	-15	8	5
O=C(CSc1ccc(Cl)cc1)NCc1ccncc1	5	0	-1	-0.8	-4	-2	9	-2
COC(=O)CCN(C(=O)c1ccc(Cl)c([N+](=O)[O-])c1)c1ccccn1	-2	27	-1	1.6	-19	1	8	1
O=C(CNC(=O)c1ccccc1F)NCCN1C(=O)S/C(=C\c2ccc3c(c2)OCO3)C1=O	7	10	4	1.4	0	-8	5	-3
COc1ccc(/C=C/C(=O)NNC(=O)c2ccncc2)c(OC)c1	6	8	0	-0.6	6	-3	5	1
O=C(c1ccc(Cl)nc1)N1CCC(Cc2ccccc2)CC1	15	13	-1	-0.3	-28	3	3	1
CC(OC(=O)CCCc1nc2ccccc2s1)C(=O)NC(N)=O (stereo not given)	-19	28	0	-1.4	-1	12	10	-4
O=C1CC2(CCCC2)Oc2ccccc21	-9	31	0	-1.9	11	9	14	-5
Cc1cccc(NC(=O)CSc2nnnn2C2CCCC2)c1	11	-3	3	-0.8	-25	-5	1	0
O=C(CCc1nnc(COc2ccccc2)o1)NCCc1cccs1	3	4	1	0.7	-2	9	9	-4
O=C(COc1ccc(F)cc1F)Nc1cccnc1	-2	-11	-2	0.9	8	-12	2	-2
COc1ccc(CNC(=O)CSc2nc3c(oc4ccccc43)c(=O)n2CC2CCCO2)cc1 (stereo not given)	12	15	-1	1.0	17	6	23	-4
CC1=C(C(=O)Nc2ccccc2)C(c2cccs2)NC(=O)N1 (stereo not given)	-6	7	-6	-0.4	6	6	21	-4
CCn1c(C)nc2cc(C(=O)N/N=C/c3ccccc3C)ccc21	-9	-72	-2	2.1	-2	-68	-43	-3
COc1ccc(S(=O)(=O)N2CCNCC2)cc1OC	25	12	-3	-1.8	-5	-9	-11	-3
O/N=C1/CC/C(=N\O)c2nn(-c3ccccc3)nc21	14	-2	2	4.6	-2	-20	2	-3
CCC1CN(C(=O)NCc2ccc(F)cc2)c2cc(C)ccc2O1 (stereo not given)	21	8	-1	2.1	-4	-3	5	-2
O=C(CSc1cn(CC(=O)N2CCCC2)c2ccccc12)NCC1CCCO1 (stereo not given)	15	-2	-1	-1.0	7	5	-9	0
CCOn1c(=O)c(-c2cc3ccccc3o2)[n+]([O-])c2ccccc21	12	-107	5	8.3	-6	-84	-89	-14
Cc1csc2c(SCC(=O)NNC(=O)C(Cl)Cl)ncnc12	8	5	-3	-0.6	-5	4	12	2
CCn1c(SCc2cccc(C(=O)O)c2)nnc1-c1ccc(Cl)cc1	10	-2	-5	-3.0	6	-12	-5	-5
Cc1ccc(S(=O)(=O)c2nc(C(C)(C)C)oc2N2CCOCC2)cc1	13	8	1	-1.4	12	-4	2	0
COc1ccc(C2(CNS(=O)(=O)c3ccccc3)CCOCC2)cc1	15	9	4	-2.5	-6	-7	11	-2
The list goes on:
SMILES	tim23-1 inh	697 NFkB inh	XBP1 UPR activ	CHOP UPR activ	APJ antagonist	Jurkat NFkB inh	Mdm2 MdmX PPI	APJ agonist
COc1ccc2nc(NC3=NC(C(=O)Nc4ccc(C)cc4)CC(=O)N3)nc(C)c2c1 (stereo not given)	-6	5	1	-1.1	2	14	22	-4
Cc1ccc(S(=O)(=O)NC(=NC(Cc2ccccc2)C(=O)O)c2ccccc2)cc1 (stereo not given)	23	10	-5	2.6	-27	2	12	-3
COc1ccc(OC)c(S(=O)(=O)Nc2cccc3c(O)cccc23)c1	12	-29	3	0.3	-18	8	31	5
O=C(CSc1oc(-c2ccc(F)cc2)nc1S(=O)(=O)c1ccc(F)cc1)NCC1CCCO1 (stereo not given)	12	-104	0	-0.7	-18	-39	-3	19
COc1ccc(CCNC(=O)c2c(C)nc3ccccn23)cc1	8	4	0	-2.2	-18	9	36	-1
CC(C)NC(=O)C1CCCN(S(C)(=O)=O)C1 (stereo not given)	-11	14	-2	1.3	10	-7	10	-5
COC(=O)Nc1ccc(S(=O)(=O)N2CCCC(C(=O)NC3CCCCC3)C2)cc1 (stereo not given)	1	11	-2	-0.3	18	26	-17	-4
O=C(c1cc2nc(-c3ccco3)cc(C(F)(F)F)n2n1)N1CCc2ccccc2C1	25	17	3	-2.3	3	19	26	1
COc1cccc(C(=O)NCCN2CCN(c3ccc(Cl)cc3)CC2)c1	12	4	-5	-1.3	13	-4	-21	4
CC1CC1C(=O)Nc1ccc(S(=O)(=O)N2CCCCC2)cc1 (stereo not given)	17	-16	-4	0.9	10	5	-5	-5
CCOC(=O)c1ccc(NC(=O)CC2SC(=NC)N(C)C2=O)cc1 (stereo not given)	12	9	-3	-2.4	13	8	-14	-4
O=C(CSc1nc(Cc2ccccc2)nc2ccccc12)c1ccc2c(c1)OCCO2	7	-26	3	0.6	6	-15	9	3
COc1ccc(-c2nc(SC(CC(=O)NCCN3CCOCC3)c3cccs3)n[nH]2)cc1 (stereo not given)	15	-23	1	-0.7	-19	-16	-1	1
O=C(Nc1nccs1)c1c(O)c2c([nH]c1=O)CCCC2	26	-197	-1	5.8	-14	-96	-135	6
CC(C)CC(=O)Nc1ccc(S(=O)(=O)NCc2ccco2)cc1	-12	-5	-3	0.1	5	11	0	0
CCOc1ccc(NC(=O)CN(C)C(=O)C(C)N2C(=O)c3ccccc3C2=O)cc1OCC (stereo not given)	-4	24	-4	1.0	-9	-11	30	-3
Cc1cc(S(=O)(=O)N2CCCC(C(=O)Nc3ccc(C(=O)O)cc3)C2)ccc1Cl (stereo not given)	2	-1	1	2.6	0	-5	1	0
COC(=O)C1C(c2ccc(OC)cc2)Nc2nnc(C(F)(F)F)n2C1(C)O (stereo not given)	21	17	3	-0.3	-11	-6	19	0
Cc1cc(O)c(C)c(O)c1/C=N/NC(=O)c1cccnc1	3	-3	0	-0.2	7	35	57*	-2
COc1ccc(-n2nnnc2SCC(=O)c2ccc3c(c2)OCCO3)c(OC)c1	-10	-14	1	0.4	8	-6	7	0
COc1ccc(CNC(=O)COC(=O)c2ccc(S(=O)(=O)NCc3ccco3)cc2)cc1	-3	-1	-2	-1.4	-10	-14	9	0
COc1ccccc1NC(=O)c1cc(N2C(=O)C3C4CCC(C4)C3C2=O)ccc1Cl (stereo not given)	19	-8	-4	-2.1	21	10	-4	7
COc1ccc(CCNC(=O)c2ccccc2C(=O)NCCc2ccc(OC)cc2)cc1	10	5	1	-1.2	13	-5	4	-4
Cc1nonc1NC(=O)c1ccccc1Br	-15	-1	-2	-1.2	13	-12	7	0
CC1(C)Cc2c(c(-c3ccccc3)nc(N3CCOCC3)c2C(N)=O)CO1	13	4	-1	-2.9	-20	-6	1	-4
The listing continues.
SMILES	tim23-1 inh	697 NFkB inh	XBP1 UPR activ	CHOP UPR activ	APJ antagonist	Jurkat NFkB inh	Mdm2 MdmX PPI	APJ agonist
CC1CC(=O)N(CC(=O)Nc2cccc(F)c2)c2ccccc2S1(=O)=O (stereo not given)	9	-12	-5	0.6	27	-14	9	2
O=c1c2ccccc2nc2n1C(CSc1ccc(Br)cc1)CN2 (stereo not given)	-4	-7	0	0.9	19	12	10	-1
CS(=O)(=O)C1=NSC2=NC(=O)/C(=C\c3ccc(OC(=O)c4ccco4)cc3)C(=N)N21	1	16	-4	1.9	-1	7	10	-2
CCOC(=O)c1cc(-c2ccc(OC)cc2)n(CCC(=O)NC2CCN(Cc3ccccc3)CC2)c1C	-13	-19	-1	2.1	9	12	11	-3
COc1ccc(C(=O)/C=C/c2cccs2)c(OC(=O)N2CCOCC2)c1	51*	3	-1	-0.9	14	-5	-6	-5
O=C(COC(=O)C1COc2ccccc2O1)NC(=O)NC1CCCC1 (stereo not given)	7	13	-3	-0.7	11	-8	20	-2
CC1CCN(CC(=O)N2c3ccccc3CC2C)CC1 (stereo not given)	1	12	2	-0.5	-9	0	10	1
CCOC(=O)NC1=NCC(C)S1 (stereo not given)	12	8	-4	0.4	-15	1	-17	-4
C#CCNC(=O)C1=C[C@@H](c2ccc3c(c2)OCO3)C[C@@H](OCCCCO)O1	12	12	-1	0.6	14	13	6	-3
CCOC(=O)N1CCN(C(=O)CN2C(=O)NC(c3ccccc3)(c3ccccc3)C2=O)CC1	3	-9	-3	1.0	-2	19	0	-1
